# Assay outcomes from PubChem BioAssay.
# IEC-6 tox: IEC-6 cytotoxicity, counter-screen for KLF5 inhibitors. luminescence viability. inhibition, % at 5 µM. hit rate 0.78% among 290,000. AID 1825; in the data active = inhibition above about 22%;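 also: 0% = plate median of test compound wells and 100% = cytotoxic reference compound wells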
# KLF5 inh: suppresses KLF5 promoter-driven expression | AID 1700 | hit rate 0.23% among 290,000 | inhibition, % at 5 µM | DLD-1 KLF5 promoter-luciferase reporter, luminescence;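 active = inhibition above a per-plate limit of that plate's mean compound inhibition plus 3 SD, cut at about 60% in these data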;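 also: 0% = DMSO wells and 100% = LY294002 at 200 µM; higher means less KLF5 promoter-driven luciferase light; inactives centre near -14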
# HIF act: HIF pathway transcriptional activation; hit rate 0.32% among 300,000; activation, % at 7.5 µM (by protocol); U2OS HRE-luciferase reporter, luminescence; normalized: DMSO 0%, desferrioxamine 100%; AID 1910;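 active = mean activation of at least 10% of the iron chelator positive control signal, with at least half of replicates also reaching 10%; inconclusive = mean and replicate majority disagree about reaching 10%; inactive = mean and most replicates under 10%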
# HSF1 inhib: HSF1 inhibition; NIH3T3-HGL HSE-luciferase, MG132-induced, luminescence 8 h; hits give low values; activity change, negative = inhibition, % at 7.5 µM (by protocol); hit rate 0.77% among 300,000; AID 2098;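 active = more than half of replicate wells show activity change below -50%, luminescence cut by over half; inconclusive = some wells, but at most half, below -50%; inactive = no replicate well below -50%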;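 also: luciferase reports HSF-1 transcriptional activity via heat shock element; 0% = median of DMSO wells and -100% = zero luminescence signal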
# HSF1 activator: increases HSF-1 driven luciferase reporter signal; hit rate 1.7% among 300,000; activation, % at 9 µM; NIH3T3-HGL HSF-1 luciferase reporter, MG132, 8 h; 100% = twice DMSO control signal;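 active = mean replicate activation of at least 50% with a set share of replicates each reaching 50%; inconclusive = only one of those two conditions met; inactive = mean below 50% and too few replicates reaching it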;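 also: 0% = median of the neutral control wells and 100% = twice that signal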
# aSyn UTR inh: MLPCN primary screen, SNCA 5' untranslated region; alpha-synuclein 5'UTR reporter, inhibitor activity; inhibition, % (tested at 7.5 µM); hit rate 0.82% among 300,000; AID 1813; in the data active = inhibition above about 60%; inconclusive = no clear call, values can overlap the other calls;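 also: H4 neuroglioblastoma cells stably carrying SNCA 5'UTR luciferase fusion; 0% = DMSO wells and 100% = positive control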
# Platelet DG rel: modulates dense granule release in human platelets | inhibition, %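 (compounds screened at 7.5 µM in platelet-rich plasma)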 | AID 1663 | hit rate 0.22% among 300,000 | human platelet-rich plasma, SFLLRN dense granule ATP release, luminescence;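 active = mean replicate score, as percent of positive control, at or above 50; inconclusive = mean below 50 but at least one replicate at or above 50; inactive = mean and every replicate below 50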
# HDAC3 inh: inhibitors of human histone deacetylase 3. O15379. recombinant HDAC3, fluorogenic peptide/trypsin coupled, fluorescence. inhibition, % at 8.3 µM. hit rate 0.15% among 320,000; in the data active = inhibition above about 26%, passing the limit was not always enough; inconclusive = no clear call, values can overlap the other calls
# Target sequence (O15379 whole entry, looked up): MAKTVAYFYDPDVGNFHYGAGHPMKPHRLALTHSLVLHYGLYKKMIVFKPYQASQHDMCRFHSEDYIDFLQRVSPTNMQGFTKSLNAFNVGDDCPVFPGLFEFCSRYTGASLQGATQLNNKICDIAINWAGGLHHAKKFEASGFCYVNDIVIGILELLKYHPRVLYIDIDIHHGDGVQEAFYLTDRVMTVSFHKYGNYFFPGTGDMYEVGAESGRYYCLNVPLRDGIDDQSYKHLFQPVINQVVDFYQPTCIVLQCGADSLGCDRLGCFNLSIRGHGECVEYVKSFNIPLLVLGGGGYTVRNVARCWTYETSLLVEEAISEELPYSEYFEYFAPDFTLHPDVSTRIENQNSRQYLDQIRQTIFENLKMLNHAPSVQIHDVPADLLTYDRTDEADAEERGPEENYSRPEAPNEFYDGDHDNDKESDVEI
# AI-2 QS modul: Vibrio harveyi AI-2 quorum sensing modulation | hit rate 0.4% among 300,000 | Vibrio harveyi JMH597 AI-2 luminescence/OD600 ratio, 9 h; hits give low values; strain lacks LuxN and CqsS sensors; 0 = neutral-control median | activity change, % at 7.5 µM | AID 2094; in the data active = activity change below about -75%, passing the limit was not always enough; inconclusive = no clear call, values can overlap the other calls;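 also: luminescence divided by OD600 gain over 9 h not by final OD600 alone; inactives centre near 13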
# HSP90 refold inh: blocks HSP90-mediated luciferase refolding in reticulocyte lysate; Rabbit reticulocyte lysate, luciferase refolding luminescence, 3 h; inhibition, % at 5.6 µM; hit rate 0.91% among 290,000; AID 1789;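 active = inhibition above the screen-wide mean plus 3 SD, computed separately per campaign, cut at about 16% in these data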;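 also: 0% = DMSO wells and 100% = 60 µM geldanamycin wells; inhibitors lower the luminescence because luciferase stays unfolded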
# * hit, by the source's call; ? = inconclusive; nt = not tested or not shown.
SMILES,IEC-6 tox,KLF5 inh,HIF act,HSF1 inhib,HSF1 activator,aSyn UTR inh,Platelet DG rel,HDAC3 inh,AI-2 QS modul,HSP90 refold inh
Cc1cccc(NC(=O)CSc2cn[nH]n2)c1,0,-27,0.6,-4,11,27,-6,5,2,0
O=C(NCCc1ccco1)c1nn(Cc2ccccc2)c(=O)c2ccccc12,5,4,-0.2,11,2,9,2,1,-1,1
Oc1ccc(/C=N/n2cnn(Cc3ccccc3Cl)c2=S)c(O)c1,2,-20,-0.1,-5,19,-9,-4,-2,-13,-1
O=S(=O)(CCSc1nc2ccccc2o1)Cc1ccccc1,8,-11,-0.2,9,17,11,-1,-4,14,-2
Cc1ccc(S(=O)(=O)NC(=O)COc2ccc(Cl)cc2Cl)cc1,-9,0,0.3,-3,12,-6,-3,-10,28,-6
NC(=NC(=O)c1ccc(OCC(F)(F)F)nc1)c1ccc(Cl)cc1,1,-13,0.2,-8,-5,15,19,5,1,-4
COc1ccc(S(=O)(=O)N2CCN(C(=O)c3ccco3)CC2)cc1OC,-4,-18,0.0,-1,-1,-12,-2,6,nt,-2
Cc1cc(CNC(=O)c2cccc([N+](=O)[O-])c2)c2ccccc2n1,-4,0,-1.4,-6,7,4,-2,5,19,-2
CN(CCNC(=O)C1CC(=O)N(C2CCCC2)C1)Cc1ccccc1 (centres undefined),-4,15,-0.1,1,2,-10,30,nt,8,0
Clc1nc(CN2CCOCC2)nc2sc3c(c12)CCC3,2,-14,-1.1,1,0,-41,4,10,18,2
COc1ccc2cc3cc(C(=O)NCCN4CCN(c5ccccc5F)CC4)oc3nc2c1,5,-7,-1.0,-2,1,16,-3,-48,18,1
Cc1ccc(-n2nc3c(=O)n(C(C)C(=O)NCCCc4ccccc4)nc(C)c3c2C)cc1 (centres undefined),7,8,0.0,-5,-12,44,26,3,34,-1
Cc1nccn1CC(O)COc1ccccc1 (centres undefined),-3,-21,-0.3,-1,-12,-4,1,-9,-10,-1
N/C(COc1ncn(-c2ccccc2)n1)=N\S(=O)(=O)c1ccccc1,-1,-19,0.1,4,13,?,5,2,24,1
CC(C)(C)NC(=O)CC1C(=O)NCCN1Cc1c(F)cccc1Cl (centres undefined),0,-3,-0.3,-11,-23,14,-3,4,9,-3

# Quoted from above (11 entries):
SMILES,IEC-6 tox,KLF5 inh,HIF act,HSF1 inhib,HSF1 activator,aSyn UTR inh,Platelet DG rel,HDAC3 inh,AI-2 QS modul,HSP90 refold inh
Cc1cccc(NC(=O)CSc2cn[nH]n2)c1,0,-27,0.6,-4,11,27,-6,5,2,0
O=C(NCCc1ccco1)c1nn(Cc2ccccc2)c(=O)c2ccccc12,5,4,-0.2,11,2,9,2,1,-1,1
Oc1ccc(/C=N/n2cnn(Cc3ccccc3Cl)c2=S)c(O)c1,2,-20,-0.1,-5,19,-9,-4,-2,-13,-1
O=S(=O)(CCSc1nc2ccccc2o1)Cc1ccccc1,8,-11,-0.2,9,17,11,-1,-4,14,-2
Cc1ccc(S(=O)(=O)NC(=O)COc2ccc(Cl)cc2Cl)cc1,-9,0,0.3,-3,12,-6,-3,-10,28,-6
NC(=NC(=O)c1ccc(OCC(F)(F)F)nc1)c1ccc(Cl)cc1,1,-13,0.2,-8,-5,15,19,5,1,-4
COc1ccc(S(=O)(=O)N2CCN(C(=O)c3ccco3)CC2)cc1OC,-4,-18,0.0,-1,-1,-12,-2,6,nt,-2
Cc1cc(CNC(=O)c2cccc([N+](=O)[O-])c2)c2ccccc2n1,-4,0,-1.4,-6,7,4,-2,5,19,-2
CN(CCNC(=O)C1CC(=O)N(C2CCCC2)C1)Cc1ccccc1 (centres undefined),-4,15,-0.1,1,2,-10,30,nt,8,0
Clc1nc(CN2CCOCC2)nc2sc3c(c12)CCC3,2,-14,-1.1,1,0,-41,4,10,18,2
COc1ccc2cc3cc(C(=O)NCCN4CCN(c5ccccc5F)CC4)oc3nc2c1,5,-7,-1.0,-2,1,16,-3,-48,18,1

# The listing continues.
SMILES,IEC-6 tox,KLF5 inh,HIF act,HSF1 inhib,HSF1 activator,aSyn UTR inh,Platelet DG rel,HDAC3 inh,AI-2 QS modul,HSP90 refold inh
CCOc1ccccc1-c1nc(CN2CCCN(C(=O)c3ccco3)CC2)c(C)o1,-9,-28,-0.2,11,3,6,-3,0,17,-5
O=C1CC(N2CCC(c3nc4ccccc4[nH]3)CC2)C(=O)N1Cc1ccccc1 (centres undefined),1,-18,-0.1,-5,-6,17,1,-6,26,-1
CCN(CC)CCCNC(=O)c1cn(CC)c2cc(N3CCN(C(=O)c4ccco4)CC3)c(F)cc2c1=O,2,-19,-0.5,-5,-13,-1,1,-25,18,2
COc1ccc(S(=O)(=O)N2CCC(C(=O)N[C@@H](C)C(=O)NC3CC3)CC2)cc1,-6,-31,0.1,-4,-1,-12,-6,-1,27,-4
COc1ccc(OC)c(NC(=S)N2CCN(c3ccccn3)CC2)c1,2,-24,0.4,3,7,-33,0,1,9,0
CCCN(CCC)CCCNC(=O)c1cc2cc3ccc(Cl)cc3nc2o1,-4,-36,0.0,-2,-10,-22,1,3,16,-3
CC(=O)N1CCN(c2ccc(NC(=O)c3cccc(OCc4ccccc4)c3)cc2)CC1,-2,-28,nt,nt,nt,nt,nt,1,17,-4
COc1ccc(N=C2C(=O)Nc3ccccc32)cc1,3,-46,1.8,-25,-27,-46,-8,5,24,-1
CCOC(=O)N1CCN(c2nc(C(F)(F)F)nc3c(C)cc(C)cc23)CC1,-2,8,-0.4,9,19,10,1,5,17,-1
Cc1noc(C)c1C(=O)Nc1ccc2c(c1)CCC2,-2,-13,-0.1,-7,2,-32,-5,-3,7,0
O=C(Oc1ccc2ccccc2c1)C1CCC1,2,-19,-0.9,-3,-26,11,-5,3,-3,37*
CC1OC2(OC1C)C(=O)Nc1ccccc12 (centres undefined),0,-33,-1.1,0,-16,-6,3,5,9,6
CC(C)N1CCN(S(=O)(=O)c2ccccc2)CC1,-1,3,-1.0,-1,-16,2,2,-10,26,-3
O=C(CN1CCCCC1)Nc1ccc(S(=O)(=O)N2CCOCC2)cc1,1,7,0.3,-4,-1,18,-3,13,14,4
O=C(O)c1cc2nc(-c3ccccc3)cc(C(F)(F)F)n2n1,-2,-11,-0.4,-2,-11,-11,2,1,34,4
CCOC(=O)c1sc(SCC(=O)Nc2ccc(N(C)C)cc2)nc1N,2,-14,-0.4,0,-11,15,16,8,23,-2
CC(=O)CSc1cc(C)nc2c(-c3ccccc3)c(C)nn12,-1,-4,-0.3,-1,-2,-11,1,8,6,-1
O=C(NCC1CCCO1)c1ccc(Br)s1 (centres undefined),-3,-22,0.8,2,7,-4,0,-6,22,-5
Cc1c(Cl)cccc1NC(=S)N1CCN(C(=O)C2CCCO2)CC1 (centres undefined),-2,-10,-0.1,-12,-3,2,-2,3,9,-6
COc1ccc(CCNC(=O)c2noc(C(C)C)c2[N+](=O)[O-])cc1OC,0,5,0.8,0,-11,11,-5,-3,-4,1
CCC1=NN2C(=N)/C(=C\c3cccn3-c3ccc(C)c(C)c3)C(=O)N=C2S1,7,-9,-0.1,14,15,6,9,6,15,0
COC(=O)C1=C(C)NC(=O)CC1c1cccc(OC)c1OC (centres undefined),-4,-2,-0.2,-6,2,7,-2,-5,33,-2
Cc1[nH]c(=O)c(C#N)c(C)c1CCC(=O)Nc1cc(S(C)(=O)=O)ccc1Cl,0,-9,-0.4,1,-2,22,3,6,3,4
COc1ccc(OCC(=O)NC(=S)NNC(=O)COc2ccc(Br)cc2Cl)cc1,-1,-4,0.5,-5,-2,-4,-7,19,46,-1
O=S1(=O)C=CC(Nc2cccc(Cl)c2)C1 (centres undefined),2,-4,-0.3,-1,13,-18,7,-4,18,0
CC(=O)c1ccc(NC(=O)C(C)OC(=O)COc2ccc(C#N)cc2)cc1 (centres undefined),-4,-11,0.6,3,1,-32,-6,5,15,-1
CCc1nc2ccccc2c(=O)n1NCCc1ccccc1,2,-19,-0.1,7,-5,-27,-4,4,2,0
CC1CCCC(C)N1/N=C/c1ccc(C(=O)O)cc1 (centres undefined),0,-2,-0.1,-4,-8,-9,1,-1,37,0
Nc1cc(=O)[nH]c(SCC(=O)Nc2ccc(Cl)c(Cl)c2)n1,1,4,0.1,-4,1,28,0,1,-4,3
Cc1sc2ncn(CC(=O)NCC3COc4ccccc4O3)c(=O)c2c1S(=O)(=O)N1CCCCC1 (centres undefined),2,-1,-0.3,11,14,-16,-1,3,75,-1
O=C(/C=C/c1ccccc1)Nc1cc(S(=O)(=O)N2CCOCC2)ccc1N1CCCC1,7,25,-0.7,1,7,1,16,1,42,-3
O=[N+]([O-])c1cccc(NC2=NCCC2)c1,-3,-11,-0.1,-8,-4,2,9,-11,6,-3
CCOC(=O)[C@H]1O[C@@H]1C(=O)N[C@@H](CC(C)C)C(=O)NCCC(C)C,2,-42,-0.1,3,4,-34,0,-7,9,-2
CCN(CC)c1nc(C)nc2c1sc(=S)n2C,2,-7,0.1,-7,-10,-7,-6,4,2,3
O=C(NCCCCCCNC(=O)c1ccc(Br)s1)c1ccc(Br)s1,-4,-34,1.2,36,38,-108,0,-1,27,-4
O=C(c1ccc2snnc2c1)N1CCN(c2ccccc2)CC1,4,-3,0.3,6,25,-5,-4,2,5,-4
CCCCCCCC1(C)NC(=O)NC1=O (centres undefined),4,-11,-0.4,3,5,9,5,-1,36,1
O=C(O)c1nn(CCOc2ccc(Br)cc2)c(=O)c2ccccc12,0,-11,-15,8,16,-3,-7,5,nt,-3
CC1CCCCC1NC(=O)CN1CCC(O)(c2ccc(F)cc2)CC1 (centres undefined),1,-25,-0.1,-5,0,-17,-5,-5,26,4
CC(C)(C)NC(=O)COc1ccc(CNCc2cccnc2)cc1,2,-13,-0.7,-8,-8,-23,-2,0,8,-4
N#Cc1c(N2CCOCC2)nsc1-c1ccccc1,-5,-66,1.5,13,18,-68,0,11,16,-1
CC(C)c1ccc(N=C2N=C(N)c3ccccc32)cc1,-9,-20,1.5,12,18,-132,-3,3,22,-7
COC(=O)CSc1nc2ccc(N)cc2s1,0,-9,-0.3,0,3,11,3,4,30,3
COc1cc(C)c(C(=O)Oc2cc(C)c(C(=O)O)c(O)c2C)c(OC)c1C,-9,-24,0.7,6,-1,6,6,-1,9,0
Cc1cc(=O)[nH]c(N/N=C/c2ccccc2C(F)(F)F)n1,5,12,1.4,nt,nt,-43,-15,6,45,8

# Not a retest: entries from further up.
SMILES,IEC-6 tox,KLF5 inh,HIF act,HSF1 inhib,HSF1 activator,aSyn UTR inh,Platelet DG rel,HDAC3 inh,AI-2 QS modul,HSP90 refold inh
COc1cc(C)c(C(=O)Oc2cc(C)c(C(=O)O)c(O)c2C)c(OC)c1C,-9,-24,0.7,6,-1,6,6,-1,9,0
Cc1cc(=O)[nH]c(N/N=C/c2ccccc2C(F)(F)F)n1,5,12,1.4,nt,nt,-43,-15,6,45,8
